Screening data as filed in PubChem BioAssay.
F508del corr: correctors of CFTR F508del function in bronchial epithelial cells | hit rate 0.36% among 350,000 | CFBE cells, YFP halide quenching; stimulated with forskolin plus potentiator P3; % fluorescence drop versus neutral controls | AID 720511 | activity (quench increase), % at 7.58 µM;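 active means mean added fluorescence quench of at least 8% versus neutral control, with both replicates also reaching 8%; inconclusive means only one of the mean or replicate conditions met; inactive means mean below 8% and not both replicates reaching 8%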;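 further: cells transiently co-express mutant CFTR-F508del with the halide-sensitive YFP; corrector assay measuring rescue of mutant channel to the surface after 24 h compound exposure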
DENV2 CPE rescue: inhibitors of DENV2 cytopathic effect; CPE inhibition, % at 9.99 µM; hit rate 1.7% among 350,000; DENV2-infected cells, cytopathic effect rescue, plate reader; in the data active means CPE inhibition above about 20%, passing the limit was not always enough; inconclusive means no clear call, values can overlap the other calls; tested in BHK-21 cells;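 further: 0% = median of neutral control wells and 100% = median of positive control wells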
ERp5 inh: blocks human ERp5 reductase activity on insulin; ERp5 insulin aggregation, absorbance 650 nm, 90 min; inhibition, % at 9.99 µM; AID 651711; hit rate 0.05% among 350,000;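 active means mean replicate inhibition above about 25%, with every replicate also reaching it, limit read from the data, passing the limit was not always enough; inconclusive means only one of those two criteria met; inactive means neither criterion met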
Target sequence (Q15084 whole entry, looked up): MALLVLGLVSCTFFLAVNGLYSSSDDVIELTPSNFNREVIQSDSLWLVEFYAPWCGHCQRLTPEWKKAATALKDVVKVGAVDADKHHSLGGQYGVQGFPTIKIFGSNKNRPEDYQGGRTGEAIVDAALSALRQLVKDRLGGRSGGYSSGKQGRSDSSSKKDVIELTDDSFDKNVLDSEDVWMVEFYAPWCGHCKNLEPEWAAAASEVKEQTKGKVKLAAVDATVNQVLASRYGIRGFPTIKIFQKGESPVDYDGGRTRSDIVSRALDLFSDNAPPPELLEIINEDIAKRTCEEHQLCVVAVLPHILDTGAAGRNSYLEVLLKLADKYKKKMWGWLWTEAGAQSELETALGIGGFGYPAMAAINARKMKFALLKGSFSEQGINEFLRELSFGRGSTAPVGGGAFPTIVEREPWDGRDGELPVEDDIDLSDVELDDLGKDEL
ARNT TACC3 PPI: disruptors of human ARNT/TACC3 interaction | hit rate 0.66% among 390,000 | AlphaScreen His-ARNT PAS-B/GST-TACC3 binding, luminescence; TACC3 fragment carries E629A point mutation | AID 623870 | inhibition, % at 9.99 µM;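 active means mean inhibition of replicates at least 50% and at least half of replicates each reaching 50%; inconclusive means half or more replicates reach 50% but mean below 50%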;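 further: 0% = complete ARNT plus TACC3 wells and 100% = ARNT alone without TACC3; many hits fall short of the cut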
XiGFP reactiv: activators of X-chromosome reactivation in mouse fibroblasts; XiGFP mouse fibroblasts, % GFP-positive cells imaging, 3 d; cells co-treated with 5-aza-dC sensitizer; scaled so ellipticine positive control = 100%; activation, % at 7.58 µM; hit rate 0.055% among 360,000;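 active means mean normalized replicate activation at least 10% and every replicate at or above 10%; inconclusive means only one of the two criteria met; inactive means mean below 10% and not all replicates reach 10%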;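 further: 0% = median of on-plate neutral control wells and 100% = ellipticine 6 µM median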
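Assay system – SV40-immortalized XiGFP fibroblast cells, line 68-5-11 · Buffer or medium – DMEM supplemented with 5-aza-dC as sensitizing agent · Dosing – one concentration, pinned · Benchmarks – positive control ellipticine, 6 µM final · Times – 3 days compound exposure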
PAX8 inh HTS: lowers PAX8-driven luciferase in RMG-I cells; RMG-I TPO-luciferase reporter, SteadyGlo, 24 h; inhibition, % at 12.6 µM; hit rate 1.2% among 360,000;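 active means mean replicate inhibition at least 60% with every replicate also reaching 60%; inconclusive means only one of the two criteria is met; inactive means mean below 60% and not all replicates reaching 60%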;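 further: luciferase light reporting Pax8 driven TPO promoter activity; plate controls were median of neutral control wells for no effect and mitoxantrone controls for full effect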
INS-1E GSIS act: GLuc luminescence reporter in INS-1E cells, primary screen for activators of glucose-dependent secretion of insulin; INS-1E GLuc reporter insulin secretion, 2-3 h; hit rate 0.61% among 370,000; activation, % at 16.6 µM;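 active means lowest replicate activation of at least 40%, so every replicate reaches that level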;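 further: 0% = median of neutral control wells and 100% = median of IBMX positive control wells; some compounds called inactive have numbers as strong as hits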
EWS-Fli inh: inhibitors of EWS/Fli oncoprotein transcriptional activity. hit rate 0.67% among 350,000. A673 NR0B1-luciferase reporter, viability-normalised. inhibition, % at 12.6 µM. AID 651661;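 active means mean inhibition of at least 50% after viability correction, with every replicate also passing that limit; inconclusive means mean reaches 50% but only one of two replicates passes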;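 further: firefly luciferase signal divided by Alamar Blue viability fluorescence both relative to DMSO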
Numbers without * were called inactive; ? = inconclusive; nt = not tested or not shown.

SMILES | F508del corr | DENV2 CPE rescue | ERp5 inh | ARNT TACC3 PPI | XiGFP reactiv | PAX8 inh HTS | INS-1E GSIS act | EWS-Fli inh
COc1ccc(S(=O)(=O)N2CCOC2CNC(=O)C(=O)NCCc2ccccc2)cc1C (stereo not drawn) | -2.1 | 7 | 7 | -2 | 1.3 | 36 | -24 | 3
C/C=C/c1ccc([C@@H]2[C@@H](C#N)N(C(=O)c3cccnc3)[C@@H]2CO)cc1 | 0.4 | 4 | 0 | -8 | -0.1 | 9 | 11 | -5
CCN(CC)S(=O)(=O)c1ccc(N(C)C)c(NC(=O)CSCc2c(C)noc2C)c1 | -0.5 | -4 | 3 | -7 | 0.5 | -8 | -28 | 11
CCOc1ccc(NC(=S)Nc2ccc(F)cc2)cc1 | -3.5 | 1 | -4 | -9 | 0.3 | 24 | -7 | 1
CCN(C(=O)CSc1nc2ccc(O)cc2c(=O)n1-c1ccc(OC)c(OC)c1)C1CCS(=O)(=O)C1 (stereo not drawn) | -0.9 | 4 | -2 | -3 | 0.1 | 9 | 41 | -5
CCOC(=O)C1=CCC(c2cccs2)N(S(=O)(=O)c2ccc(C)cc2)C1 (stereo not drawn) | 2.2 | 5 | 6 | nt | 0.2 | -5 | 6 | -16
CCN(CC)S(=O)(=O)c1ccc(C(=O)NCC(c2ccc(OC)cc2)N2CCOCC2)cc1 (stereo not drawn) | -3.8 | -6 | -1 | -5 | 0.0 | 8 | -14 | -2
Cc1c(/C(O)=C2/C(=O)C(=O)N(CCN(C)C)C2c2ccc(C(C)C)cc2)cnn1-c1ccccc1 (stereo not drawn) | -1.9 | -2 | 3 | 0 | 0.0 | 21 | 7 | 5
CCOC(=O)c1sc(=NC(=O)c2ccc(C)c(C)c2)n(C)c1C | -1.9 | 4 | 1 | -8 | 0.7 | -44 | 5 | -101
Cc1oc(-c2ccccc2F)nc1CS(=O)CC(=O)NC1CC1 (stereo not drawn) | 1.1 | 3 | 6 | -4 | 0.0 | 2 | -3 | nt
CCN1[C@@H]2c3ccc(-c4ccccc4OC)c(=O)n3C[C@@H]2[C@@H](CO)[C@@H]1C(=O)NCCCN(C)C | 2.4 | -1 | -7 | nt | 0.2 | -18 | 8 | -11
CC(/C=N/NC(=O)c1nnn(-c2nonc2N)c1CN1CCCCC1)=C\c1ccccc1 | 0.2 | -2 | -8 | -12 | 0.0 | 24 | -1 | 2
C[C@H]1CN([C@@H](C)CO)C(=O)c2cc(C#CC3CCCC3)cnc2O[C@H]1CN(C)S(C)(=O)=O | 1.5 | 11 | 14 | -8 | -0.1 | nt | 1 | -1
Cc1cc(C(=O)NCCCN(C)C)c2ccccc2n1 | 3.2 | 5 | 4 | 1 | -0.1 | 13 | 22 | -17
C=CCSc1ncnc2c1oc1nc3c(cc12)COC(C)(C)C3 | nt | -6 | 4 | -5 | 0.1 | -20 | 3 | -26
COc1ccc(CCNC(=O)NCCc2c[nH]c3ccccc23)cc1OC | -2.7 | 4 | 4 | -4 | -0.1 | 9 | 35 | 29
COc1ccc(C#Cc2cnc3c(c2)C(=O)N([C@H](C)CO)C[C@@H](C)[C@@H](CN(C)C(=O)c2ccccc2F)O3)cc1 | -0.7 | -9 | 3 | 21 | -0.5 | nt | -21 | -8
COc1ccccc1C(=O)N/C(=C\c1ccc(Br)cc1)C(=O)N1CCCC1 | nt | 1 | -3 | nt | 0.2 | 7 | -13 | 1
CC(=O)c1ccc(S(=O)(=O)Nc2ccc(C(=O)N(C)CC(=O)Nc3cccc(C)c3C)cc2)cc1 | 0.1 | -8 | -5 | 0 | 0.3 | 12 | 7 | -4
CCN1C(=O)C(O)(CC(=O)c2ccc3c(c2)OCCO3)c2ccccc21 (stereo not drawn) | -3.0 | -2 | 0 | -4 | -0.1 | -10 | -2 | 7
O=C(O)CC(Sc1ccc(Cl)cc1)C(=O)Nc1ccccc1 (stereo not drawn) | -1.6 | 9 | 2 | nt | 0.3 | -16 | -5 | -6
CC(C)NC(=O)N1CC(=O)N2[C@H](CO)[C@H](c3ccc(C#CCN(C)C)cc3)[C@@H]2C1 | -1.1 | 23* | -3 | nt | 0.0 | 3 | 21 | 3
Nc1nc(NCCOCCO)nc(NCC2CCCO2)c1[N+](=O)[O-] (stereo not drawn) | 3.2 | 0 | 3 | -8 | 0.0 | -3 | -12 | -3
CO[C@H]1CN(C)C(=O)c2cc(NC(C)=O)ccc2OC[C@H](C)N(Cc2ccncc2)C[C@H]1C | 0.2 | 3 | 5 | -3 | 0.1 | nt | 8 | 2
CC(=O)NC(CC(=O)c1ccc([N+](=O)[O-])cc1)C(Cl)(Cl)Cl (stereo not drawn) | nt | 4 | 2 | -2 | 0.0 | -1 | -6 | 17

The list goes on.
SMILES | F508del corr | DENV2 CPE rescue | ERp5 inh | ARNT TACC3 PPI | XiGFP reactiv | PAX8 inh HTS | INS-1E GSIS act | EWS-Fli inh
COc1cccc(OC)c1OCCNCC1COc2ccccc2O1 (stereo not drawn) | 2.2 | 2 | -4 | 0 | 0.0 | 6 | -7 | -5
COc1cc(CN(C)Cc2nc3cc(C(F)(F)F)ccc3c(=O)[nH]2)ccc1OC(F)F | 3.7 | 6 | 0 | 1 | -0.1 | -14 | -26 | 17
CN(C)CC#Cc1ccc([C@H]2[C@H]3CN(C(=O)C4CCCC4)CCCCN3[C@H]2CO)cc1 | -0.8 | nt | nt | -3 | nt | -2 | nt | 0
CCOC(=O)C1=C(CN2CCN(C(=O)OCC)CC2)NC(=O)NC1c1ccc2c(c1)OCO2 (stereo not drawn) | -0.3 | nt | 6 | 8 | 0.1 | 10 | -11 | 7
Cn1cnc(S(=O)(=O)N2CCCCN3[C@H](CO)[C@@H](c4ccc(-c5cccc(F)c5)cc4)[C@@H]3C2)c1 | -1.2 | 11 | 0 | -3 | 0.0 | -10 | -6 | 1
COc1ccc(NC(=S)N2CCN(c3ccccn3)CC2)cc1OC | -3.0 | nt | nt | -20 | 0.0 | 12 | -4 | 7
CN1c2ccc(-c3cccc(C#N)c3)cc2[C@@H]2[C@@H](CCN2C(=O)NC2CCCC2)[C@H]1CO | -1.2 | ? | 4 | nt | 0.0 | 26 | 1 | 1
CCCn1c(SCC(=O)Nc2cccc(C)n2)nnc1C(C)C | nt | -9 | 1 | nt | 0.0 | -9 | 4 | -1
COc1ccccc1-c1ccc([C@H]2[C@@H](CO)N[C@@H]2CNC(=O)C2CC2)cc1 | -1.9 | -2 | -3 | nt | 0.0 | nt | 4 | 3
COCc1ccc(C(=O)N2CCCC(N(C)CCc3ccc(OC)c(OC)c3)C2)s1 (stereo not drawn) | -2.7 | 7 | -4 | 0 | 0.2 | -4 | 9 | 2
Cn1c(-c2ccccc2)nc2cnccc21 | 0.9 | 9 | -1 | -3 | 0.1 | -26 | 33 | -5
CC(C)CCNC(=O)CCn1nc(-c2ccc(Cl)cc2)ccc1=O | 1.7 | 5 | 1 | -5 | 0.3 | 6 | -6 | 17
CO[C@H]1CC[C@H]2CCOc3ccc(C#N)cc3C(=O)N(C)CCCC(=O)N(C)C[C@@H]1O2 | nt | -2 | 1 | -9 | 0.0 | -8 | 15 | 6
Nc1ccnn1Cc1ccncc1 | -1.4 | nt | 6 | 6 | 0.3 | -12 | 5 | 2
C=CCOC(=O)C1=C[C@H](C2CCCCC2)[C@@H](CCCO)[C@H](OCC)O1 | -1.6 | 16 | -6 | -5 | 0.0 | -2 | nt | 7
COc1ccc(S(=O)(=O)N(C)c2ccc(C(=O)NCCC(C)C)cc2)cc1 | 3.0 | -11 | -1 | 1 | nt | nt | -36 | 15
COC(=O)c1ccc2nc(-c3ccc(C#N)cc3)c(Cc3cccc(Cl)c3)n2c1 | 3.1 | -10 | 0 | nt | 0.0 | 9 | -23 | 17
CCCCOc1cccc(C(=O)Nc2ccc(S(=O)(=O)Nc3cc(C)on3)cc2)c1 | -0.1 | 0 | -4 | -3 | 0.4 | 18 | 7 | -4
CN(c1ccc(-c2csc(NC(=O)CCCc3nc4ccccc4c(=O)[nH]3)n2)cc1)S(C)(=O)=O | 0.5 | 1 | -5 | nt | 0.0 | 25 | nt | -2
O=C(c1cccc(Br)c1)c1conc1C(=O)c1ccco1 | -2.6 | 2 | 4 | nt | 0.0 | -10 | 28 | 0
COC(=O)c1ccc(CSc2nc3ccccc3s2)o1 | 0.9 | -2 | -5 | -2 | nt | nt | 37 | 8
N#C/C(=C\c1cccnc1)C(=O)NC1CCCCC1 | nt | nt | nt | 19 | 0.1 | -14 | -13 | nt
Cc1ccc(CNC(=O)C2CCCCN2S(=O)(=O)c2ccccc2)cc1 (stereo not drawn) | -0.7 | 3 | 1 | -12 | 0.0 | 4 | -24 | 5
CC(C)(C)c1cc(Cl)ccc1OCCOCCN1CCCC1 | 2.3 | -1 | 0 | 2 | 0.2 | 7 | 5 | 26
CCCNC(=O)[C@H](C)NC(=O)c1ccc(Br)cc1 | -0.8 | 4 | -1 | -5 | 0.0 | 16 | 32 | -3

Going on with the list:
SMILES | F508del corr | DENV2 CPE rescue | ERp5 inh | ARNT TACC3 PPI | XiGFP reactiv | PAX8 inh HTS | INS-1E GSIS act | EWS-Fli inh
C=CCn1c(=S)[nH]c2scc(-c3ccco3)c2c1=O | -0.4 | -1 | -1 | 10 | ? | -9 | -3 | 6
CN1CCc2c(OCC(=O)NC3CCCCC3)cccc2C1=O | 0.2 | -1 | 0 | 0 | 0.1 | 3 | 2 | 5
C[C@H]1CN([C@@H](C)CO)C(=O)c2cc(NC(=O)CCC(F)(F)F)ccc2O[C@@H]1CN(C)C(=O)Nc1ccc(F)cc1 | 1.9 | 2 | -3 | -7 | -1.1 | -12 | 3 | 6
CN(C)C(=O)C[C@H]1CC[C@@H]2[C@H](COC[C@H](O)CN2CC2CCCCC2)O1 | -0.8 | 7 | -2 | 1 | -0.1 | 3 | 18 | -1
CCN(CC1COc2ccccc2O1)C(=O)c1ccc(Cl)c(S(=O)(=O)N2CC(C)OC(C)C2)c1 (stereo not drawn) | 2.1 | -6 | -5 | 0 | 0.0 | 13 | -54 | 8
COc1ccc(CCNC(=O)C(=O)NCC2OCCN2S(=O)(=O)c2ccc(C)cc2)cc1OC (stereo not drawn) | -6.0 | ? | -6 | -3 | 0.2 | 3 | -3 | 7
CN(CC(=O)Nc1ncn[nH]1)S(=O)(=O)c1ccc(Cl)cc1 | 1.6 | -1 | -6 | -2 | 0.0 | -12 | 2 | 2
COc1ccccc1N1CCN(S(=O)(=O)c2ccc([N+](=O)[O-])cc2)CC1 | 1.0 | ? | 9 | nt | 0.0 | 14 | nt | 0
C=CCN1C(=O)c2ccc(C(=O)N(C)CC(=O)Nc3ccccc3Cl)cc2C1=O | -1.2 | 11 | 7 | -25 | 0.0 | 1 | 15 | 3
CC(C)C[C@H](NC(=O)N1CCn2c1nc1ccccc12)C(=O)NCC1CCCO1 (stereo partly drawn) | 1.1 | 11 | -9 | 0 | 0.2 | 17 | -6 | -15
Cc1cccc(Nc2ccccc2C(=O)O)c1C | 1.4 | 7 | -4 | -5 | 0.0 | 6 | nt | 1
CCOc1ccccc1C(=O)Nc1cccc(-c2ccc(N3CCOCC3)nn2)c1 | 2.7 | -2 | -3 | 2 | -0.1 | -182 | 3 | -97

Outcome played no part in choosing rows, and some 4.2% of all compounds hit somewhere here.
